PMI activator: phosphomannose isomerase (human) activation; 190,000 compounds, 0.005% hits; activation factor at 20 µM; purified human PMI, coupled resazurin fluorescence, 20 min; stronger effect = higher value; 1 = vehicle control, 0 substrate-free wells;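 active means activation factor of 2 or more at 20 µM, relative to plate controls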
Target sequence (P34949 whole entry, looked up): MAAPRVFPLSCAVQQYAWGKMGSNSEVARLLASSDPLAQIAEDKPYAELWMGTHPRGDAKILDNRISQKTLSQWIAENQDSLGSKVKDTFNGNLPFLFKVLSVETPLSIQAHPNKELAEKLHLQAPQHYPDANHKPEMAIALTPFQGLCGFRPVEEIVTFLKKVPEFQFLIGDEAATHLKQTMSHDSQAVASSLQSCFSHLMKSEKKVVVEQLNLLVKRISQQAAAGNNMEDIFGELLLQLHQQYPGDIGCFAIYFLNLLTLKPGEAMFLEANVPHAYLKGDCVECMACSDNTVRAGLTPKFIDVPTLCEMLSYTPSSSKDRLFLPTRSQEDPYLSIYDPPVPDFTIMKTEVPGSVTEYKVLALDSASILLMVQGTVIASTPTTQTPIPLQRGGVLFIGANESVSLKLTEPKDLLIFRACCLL
Diaph act CS: activates diaphorase or chemically reduces, flagging diaphorase assay artifacts; Diaphorase/resazurin coupled assay, resorufin fluorescence, 16 min; stronger effect = higher value; 1 = vehicle wells, 0 = NADH-free wells; activation factor at 20 µM; 190,000 compounds, 0.005% hits; AID 1229;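 active means diaphorase activity raised at least twofold by the compound at 20 µM; inactive means activation factor below 2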
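Material: purified diaphorase enzyme from Clostridium kluyveri; Also added: 0.114 mM NADH and 0.1 mM resazurin, final amounts; Doses: single compound dose of 20 µM, 1% DMSO final; Times: 16 min enzyme reaction, ambient temperature; Detection: resorufin fluorescence, excitation 544 nm, emission 590 nm; Measure: increased resorufin signal from activators or reducing compounds.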
TNAP inh hi DEA: TNAP (human) inhibition, high acceptor. P05186. purified TNAP, CDP-star luminescence, 1 M DEA. inhibition, % at 20 µM. 200,000 compounds, 0.03% hits. AID 1135;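 active means over 50% inhibition of tissue-nonspecific alkaline phosphatase at 20 µM in the single-dose screen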;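 further: plate controls were DMSO wells for no effect and EDTA-quenched wells as full inhibition for full effect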
Target sequence (P05186 whole entry, looked up): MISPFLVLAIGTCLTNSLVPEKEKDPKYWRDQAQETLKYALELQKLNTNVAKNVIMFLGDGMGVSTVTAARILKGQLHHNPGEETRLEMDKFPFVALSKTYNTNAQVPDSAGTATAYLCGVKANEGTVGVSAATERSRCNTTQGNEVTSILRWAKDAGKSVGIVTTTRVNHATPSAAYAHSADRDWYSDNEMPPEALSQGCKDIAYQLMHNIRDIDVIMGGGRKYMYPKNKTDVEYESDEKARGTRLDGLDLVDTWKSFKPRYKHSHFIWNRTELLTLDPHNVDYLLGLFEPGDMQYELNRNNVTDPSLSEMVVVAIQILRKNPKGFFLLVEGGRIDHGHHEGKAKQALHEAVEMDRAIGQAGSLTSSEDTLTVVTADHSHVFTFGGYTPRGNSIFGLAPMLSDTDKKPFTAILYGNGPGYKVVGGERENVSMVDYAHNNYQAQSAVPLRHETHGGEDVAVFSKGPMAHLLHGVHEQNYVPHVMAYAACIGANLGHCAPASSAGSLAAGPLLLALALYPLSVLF
Diaphorase inh: diaphorase inhibition or chemical oxidation counter-screen | diaphorase resazurin-to-resorufin fluorescence, NADH, 16 min; bacterial (C. kluyveri) enzyme, not human | inhibition, % at 20 µM | 190,000 compounds, 0.69% hits | AID 1217;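 active means primary screen inhibition at 20 µM above a set limit, cut at about 50% in these data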;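 further: plate controls were DMSO with full reaction for no effect and wells lacking NADH for full effect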
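controls = No-NADH positive control and DMSO neutral control | system = Clostridium kluyveri diaphorase enzyme | timing = reaction incubation of 16 min at room temperature | signal = resorufin fluorescence 544/590 nm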
TNAP act hiacc: activators of human TNAP at high phosphate acceptor concentration. purified TNAP, CDP-star luminescence, 1 M DEA, 30 min; stronger effect = higher value; 0 = EDTA background, 1 = DMSO-only activity. P05186. activation factor at 20 µM. 200,000 tested, under 10 active;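 active means activation factor at least 2 at 20 µM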
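Test system – human TNAP · Doses – 20 µM single point · Incubation – 30 min, room temperature · Signal – luminescent substrate turnover signal · Read-out basis – activation factor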
PMI act hi M6P: PMI (human) activation, high substrate; P34949; coupled PMI enzyme assay, resazurin fluorescence, 20 min; stronger effect = higher value; 1 = untreated enzyme, 0 = substrate-free blank; activation factor at 20 µM; 190,000 compounds, 0.34% hits;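 active means activation factor of 2 or more at 20 µM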
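Material: human phosphomannose isomerase with PGI, G6PDH, diaphorase coupling enzymes / Reagent: Man-6-P substrate 1.0 mM / Dosing: single compound dose of 20 µM, 1% DMSO final / Incubation: enzyme reaction with compound 20 min at room temperature / Signal: resorufin fluorescence (Ex 544/Em 590 nm) from resazurin via diaphorase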
L major viab: inhibitors of Leishmania major promastigote growth; Leishmania major promastigotes, resazurin fluorescence viability; inhibition, % at 10 µM; 200,000 compounds, 9% hits; AID 1063; in the data active means inhibition above about 50%;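 further: promastigotes grown with compound for 44 hours at 28 °C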
bIAP inhibitor: blocks bovine intestinal alkaline phosphatase activity; 190,000 tested, under 10 active; purified bovine IAP, CDP-star luminescence, 30 min; inhibition, % at 20 µM;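 active means over 50% inhibition of intestinal alkaline phosphatase at 20 µM in the single-dose screen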
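Incubation: 30 min reaction at room temperature / Material: purified bovine intestinal alkaline phosphatase (IAP) enzyme / Input: enzyme at 1/65,000,000 dilution / Dosing: 20 µM single dose / Signal: CDP-star luminescence signal / Reagent: CDP-star chemiluminescent phosphatase substrate, 30 µM final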
bIAP act: intestinal alkaline phosphatase (bovine) activation; purified bovine IAP, CDP-star luminescence, 30 min; stronger effect = higher value; fold of DMSO-control signal, blank-subtracted; activation factor at 20 µM; 200,000 compounds, 0.17% hits;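 active means activation factor of 2 or more at 20 µM, a signal rise over negative controls twice the positive control's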
TNAP inh no acc: blocks human TNAP activity with no phosphate acceptor present; purified TNAP, CDP-star luminescence, 30 min; inhibition, % at 20 µM; 200,000 compounds, 0.26% hits;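 active means tissue-nonspecific alkaline phosphatase inhibition above about 50% at 20 µM in the single-dose screen, limit read from the data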;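 further: 0% = DMSO negative control and 100% = EDTA positive control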
* = called active by the depositor; nt = not tested or not shown.

1) O=C(COc1ccc(Br)cc1CNCCc1ccccc1)NCc1ccccc1
2) O=C(CSc1nnnn1-c1ccc(Cl)cc1)NC(=O)Nc1ccc2c(c1)OCCO2
3) CCc1cccc(CC)c1NC(=O)C[n+]1cccc(C(N)=O)c1
4) CN1CC(=O)N2[C@H](c3ccc4c(c3)OCO4)c3[nH]c4ccccc4c3C[C@@H]2C1=O
5) COc1ccc2c(OC)cc(=O)n(C)c2c1
6) COc1ccc(N(CC(=O)Nc2ccc3c(c2)OCO3)S(C)(=O)=O)c(OC)c1
7) Cc1cccc2c(N=Nc3ccc(S(=O)(=O)Nc4ccc(Cl)cc4)cc3[N+](=O)[O-])c(O)[nH]c12
8) CC(/C=N/NC(=O)c1ccncc1)=C\c1ccc(C(C)C)cc1
compound no.	1	2	3	4	5	6	7	8
PMI activator	1	0.9	1.1	1	0.9	1	0.9	1
Diaph act CS	1.1	0.9	0.9	1	0.9	1	0.8	1
TNAP inh hi DEA	-8	0	-1	-4	-4	-8	19	3
Diaphorase inh	-7	11	6	-1	14	1	16	-4
TNAP act hiacc	1.1	1	1	1	1	1.1	0.8	1
PMI act hi M6P	1	0.8	1.1	1	0.9	1	0.9	1
L major viab	88*	-6	-1	nt	8	5	53*	-4
bIAP inhibitor	-7	1	2	-7	4	-2	43	6
bIAP act	1.1	1	1	1.1	1	1	0.6	0.9
TNAP inh no acc	-31	-4	-8	-9	-12	-15	16	2

Copied from the list.
O=C(CSc1nnnn1-c1ccc(Cl)cc1)NC(=O)Nc1ccc2c(c1)OCCO2 in TNAP inh hi DEA is listed with 0
CN1CC(=O)N2[C@H](c3ccc4c(c3)OCO4)c3[nH]c4ccccc4c3C[C@@H]2C1=O in TNAP act hiacc is listed with 1
Cc1cccc2c(N=Nc3ccc(S(=O)(=O)Nc4ccc(Cl)cc4)cc3[N+](=O)[O-])c(O)[nH]c12 in bIAP act is listed with 0.6

Later entries
9) COC(=O)c1[nH]nc(C(=O)OC(C)(C)C)c1-c1ccccc1
10) N#Cc1c(NC(=O)C2CC(c3ccccc3Cl)=NO2)sc2c1CCC2 (stereo unspecified)
11) CN(C)/C=C(/C(=O)c1ccc(Cl)cc1Cl)S(=O)(=O)c1ccc(Cl)cc1
12) Cc1cc2ncn(-c3ncnc4scc(-c5ccccc5)c34)c2cc1C
13) C/C(O)=c1/cnc2nc3ccccc3n2c1=O
14) CCCc1cc(=O)[nH]c(SCC(=O)N(C)CC(=O)Nc2ccc(C)cc2)n1
15) Cc1nnc(SCC(=O)NC(=O)Nc2ccc3c(c2)OCCO3)s1
16) Cc1cc(-n2nc(C)cc2C)n2nc(C)c(-c3ccc(Cl)cc3)c2n1
compound no.	9	10	11	12	13	14	15	16
PMI activator	0.9	0.9	1	1	1.2	1	1	1
Diaph act CS	0.9	0.7	0.8	0.9	1.1	0.8	0.9	1
TNAP inh hi DEA	2	-8	1	-3	-4	-10	0	-3
Diaphorase inh	5	26	16	12	-6	20	12	4
TNAP act hiacc	1	1.1	1	1	1	1.1	1	1
PMI act hi M6P	1	0.9	0.8	1	1.1	1	1	1.1
L major viab	1	-10	-8	3	-8	-11	8	-2
bIAP inhibitor	4	9	20	0	-8	2	14	13
bIAP act	1	0.9	0.8	1	1.1	1	0.9	0.9
TNAP inh no acc	14	-12	-3	2	-7	-14	-10	-5

17) CC(NC(=S)NCc1ccc(F)cc1)C12CC3CC(CC(C3)C1)C2 (stereo unspecified)
18) O=S(=O)(NCc1ccccc1)c1ccc(S(=O)(=O)N(Cc2ccccn2)C2CCCC2)cc1
19) O=c1c2ccccc2nnn1CSc1nc2ccccc2[nH]1
20) Cc1[nH]c(=S)sc1Cc1ccc(Cl)c(Cl)c1
21) O=C(Nc1cccc(C(F)(F)F)c1)c1ccc(Cn2cc(Br)cn2)o1
22) CCOc1ccc(-c2nc(C#N)c(NCc3ccco3)o2)cc1
23) Cc1cc(Br)ccc1NC(=O)CN1C(=S)NC(C)(C)CC1C (stereo unspecified)
24) COc1ccc(S(=O)(=O)NCc2ccc3c(c2)OCO3)cc1C(=O)O
compound no.	17	18	19	20	21	22	23	24
PMI activator	1	1	0.9	0.8	0.9	0.9	1	1
Diaph act CS	0.9	0.8	0.8	0.8	0.8	0.7	1.1	0.9
TNAP inh hi DEA	-13	-2	0	7	0	0	-5	-5
Diaphorase inh	6	24	21	24	20	32	-9	6
TNAP act hiacc	1.1	1	1	0.9	1	1	1	1.1
PMI act hi M6P	1	0.9	0.9	0.9	0.9	0.9	1	1
L major viab	13	22	-2	-6	-4	-11	-3	13
bIAP inhibitor	8	10	7	0	18	-1	0	2
bIAP act	0.9	0.9	0.9	1	0.8	1	1	1
TNAP inh no acc	-4	-6	-11	43	-7	-7	-11	-8

An excerpt of these results, with bars between the fields:
no. | Structure | PMI activator | Diaph act CS | TNAP inh hi DEA | Diaphorase inh | TNAP act hiacc | PMI act hi M6P | L major viab | bIAP inhibitor | bIAP act | TNAP inh no acc
23 | Cc1cc(Br)ccc1NC(=O)CN1C(=S)NC(C)(C)CC1C (stereo unspecified) | 1 | 1.1 | -5 | -9 | 1 | 1 | -3 | 0 | 1 | -11
24 | COc1ccc(S(=O)(=O)NCc2ccc3c(c2)OCO3)cc1C(=O)O | 1 | 0.9 | -5 | 6 | 1.1 | 1 | 13 | 2 | 1 | -8

Later entries.
25) Cc1ccccc1Cn1c(=O)n(Cc2ccco2)c(=O)c2ccccc21
26) CC(C)C(=O)Nc1ccc(N2CCN(c3ccc(F)cc3)CC2)cc1
27) O=C(Cn1cc(C(F)(F)F)ccc1=O)N/N=C/c1cccc(Cl)c1
28) CC(=O)Nc1ccc(N=Nc2ccc(O)cc2)cc1
29) O=C(COC(=O)c1ccc([N+](=O)[O-])o1)Nc1cccc(S(=O)(=O)N2CCCCC2)c1
30) CCCNS(=O)(=O)c1ccc(OCC(=O)Nc2ccccc2F)cc1
31) COC(=O)c1sc2nc(N)c(C#N)cc2c1N
32) O=C(CSc1nc2ccccc2c(=O)n1-c1ccc(Cl)cc1)N/N=C/C=C/c1ccccc1[N+](=O)[O-]
compound no.	25	26	27	28	29	30	31	32
PMI activator	0.9	1.1	0.9	0.9	1	1	0.9	0.9
Diaph act CS	0.8	1	1	0.9	0.8	0.9	0.9	0.8
TNAP inh hi DEA	-5	-3	-3	34	-1	5	-2	1
Diaphorase inh	17	0	1	10	15	6	14	23
TNAP act hiacc	1.1	1	1	0.7	1	1	1	1
PMI act hi M6P	0.9	1.1	1	1	0.8	1	0.9	0.9
L major viab	27	0	-5	52*	-9	4	22	20
bIAP inhibitor	11	-4	0	39	5	22	-6	45
bIAP act	0.9	1	1	0.6	0.9	0.8	1.1	0.5
TNAP inh no acc	-9	-10	-2	23	-12	-5	-10	6

33) O=C(NC1CC1)c1cc(=O)c2ccccc2o1
34) CCN(CC)c1ccc2cc(-c3nc4ccccc4n3C)c(=O)oc2c1
35) CCC(=O)Nc1ccc(C(=O)N/N=C/c2cccnc2)cc1
36) CCNC(=O)C(C)Sc1ccc(Cl)cc1 (stereo unspecified)
37) CCn1c(=O)cc(OCC(=O)Nc2cccc(C)n2)c2ccccc21
38) Cc1cc(C)nc(-n2nc(C)cc2NC(=O)CN2CCCC2)n1
39) COc1ccc(Cl)cc1NC(=S)NCc1cccnc1
40) COc1cc(C(=O)NCc2nnc(SCC(=O)N3CCc4ccccc43)o2)cc(OC)c1OC
compound no.	33	34	35	36	37	38	39	40
PMI activator	1.1	1	1	1	1.1	0.9	1	0.9
Diaph act CS	0.9	0.9	1	1	0.9	0.9	1.1	1
TNAP inh hi DEA	-3	-32	-3	-1	-8	2	-5	-6
Diaphorase inh	7	8	-1	2	12	8	-11	-1
TNAP act hiacc	1	1.3	1	1	1.1	1	1	1.1
PMI act hi M6P	1.1	1	1	1	1.1	1	1	1
L major viab	-2	3	-6	-9	-2	1	9	1
bIAP inhibitor	0	-158	-2	8	8	-4	-17	-6
bIAP act	1	2.6*	1	0.9	0.9	1	1.2	1.1
TNAP inh no acc	-12	-100	-11	-9	-18	1	-12	-14

41) Cc1ccsc1/C=N\NC(=O)c1n[nH]c2c1CCC2
42) O=C(COc1ccc(Br)cc1)Nc1ccc(Cc2ccncc2)cc1
43) COc1cc(CN2CCN(Cc3ccc(C)cc3)C(CCO)C2)cc(OC)c1O (stereo unspecified)
44) Cc1nc2ccc(S(=O)(=O)Nc3ccccc3C)cc2s1
45) CCOc1nc(OCC)nc(-n2cc(-c3ccccc3)nn2)n1
46) CCC1CCCCN1CCCNC(=O)CC1Oc2ccc(C)cc2NC1=O (stereo unspecified)
47) CN=C1SC(CC(=O)Nc2ccc(F)cc2F)C(=O)N1/N=C/c1ccc(OC(F)F)c(OC)c1 (stereo unspecified)
48) CC(=O)c1cnc(Nc2cccc(C)c2)s1
49) C=CCOC(=O)C1=C(C)N=C2SCCC(=O)N2C1c1ccc(OC(=O)c2ccco2)cc1 (stereo unspecified)
50) CCOC(=O)N1CCN(C(=O)COc2ccc(S(=O)(=O)NC3CCCCC3)cc2C)CC1
compound no.	41	42	43	44	45	46	47	48	49	50
PMI activator	0.8	1	0.7	1	1.1	0.9	1	1	0.8	0.8
Diaph act CS	1	0.9	0.6	0.9	0.9	0.9	1.1	0.9	0.7	0.8
TNAP inh hi DEA	2	-7	-6	-2	-4	-1	-4	-5	-1	-1
Diaphorase inh	0	5	38	8	13	9	-6	5	31	22
TNAP act hiacc	1	1.1	1.1	1	1	1	1	1.1	1	1
PMI act hi M6P	1.1	0.9	0.4	1	1	0.9	1.1	1.1	0.8	0.8
L major viab	4	13	-4	18	34	-8	14	4	3	-3
bIAP inhibitor	0	22	5	1	7	-1	0	12	1	0
bIAP act	1	0.8	1	1	0.9	1	1	0.9	1	1
TNAP inh no acc	-126	-21	-6	-8	6	-5	-5	-3	1	-8

Complete entries, quoted from the list. Screens in order: PMI activator, Diaph act CS, TNAP inh hi DEA, Diaphorase inh, TNAP act hiacc, PMI act hi M6P, L major viab, bIAP inhibitor, bIAP act, TNAP inh no acc
`COc1cc(CN2CCN(Cc3ccc(C)cc3)C(CCO)C2)cc(OC)c1O` (stereo unspecified) reads 0.7, 0.6, -6, 38, 1.1, 0.4, -4, 5, 1, -6
`CCOC(=O)N1CCN(C(=O)COc2ccc(S(=O)(=O)NC3CCCCC3)cc2C)CC1` reads 0.8, 0.8, -1, 22, 1, 0.8, -3, 0, 1, -8
`Cc1nc2ccc(S(=O)(=O)Nc3ccccc3C)cc2s1` reads 1, 0.9, -2, 8, 1, 1, 18, 1, 1, -8
`CC(=O)c1cnc(Nc2cccc(C)c2)s1` reads 1, 0.9, -5, 5, 1.1, 1.1, 4, 12, 0.9, -3
`Cc1ccsc1/C=N\NC(=O)c1n[nH]c2c1CCC2` reads 0.8, 1, 2, 0, 1, 1.1, 4, 0, 1, -126
